Screening data (PubChem)
TAG inh: reduces triacylglycerol accumulation in H9c2 cells | Nile Red lipid (TAG) fluorescence; cells loaded with 200 µM oleic acid | inhibition, % at 12.5 µM | 230,000 tested, 0.66% active | AID 651582;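 active means pattern-corrected inhibition of lipid staining of at least 50% with the nuclear-stain viability signal not falling by more than 50%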;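 further: 0% = DMSO wells and 100% = triacsin C control wells; some results filed as inactive read as strong as hits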
TAG inh DAPI viability: second read-out of TAG inh, no call of its own (marks repeat the call); DAPI nuclei signal change (viability), lower = more cytotoxic, %;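 whole-well DAPI fluorescence read on a plate reader as a viability signal; minus 50 percent equals half of cells still viable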
Numbers without * were called inactive.

entry	Compound	TAG inh	TAG inh DAPI viability
1	COc1ccc(-c2cnc3c(NC(C)=O)cc(-c4ccc(S(C)(=O)=O)cc4)cn23)cc1OC	-8	0
2	S=C(NCc1ccco1)N/N=C/c1ccccc1Cl	-8	4
3	COc1ccc(CCN(C)CC(=O)Nc2cc(C)nc3ccccc23)cc1OC	-19	-6
4	C=CCN1C(=O)CN=C1Nc1ccc(OC)cc1OC	-5	-1
5	O=C(N/N=C/c1cccc(Cl)c1)C(c1ccncc1)N1CCOCC1 (stereo not drawn)	0	1
6	COc1ccc(OC)c(C(=O)NC(CC(N)=O)c2ccc(N3CCCCCC3)c([N+](=O)[O-])c2)c1 (stereo not drawn)	9	-1
7	Cc1cc(C(=O)CSc2nc(N)cc(=O)[nH]2)c(C)n1-c1ccc(OC(F)F)cc1	-9	-15
8	CCOc1ccc(CNC(=O)c2ccc(Sc3ccc(C)cc3)c(NC(C)=O)c2)cc1OC	-3	5
9	CS(=O)(=O)Nc1cccc(NC(=O)c2cccc3c(-c4cccnc4)coc23)c1	8	12
10	COc1ccc(-n2c(=O)c3ccccc3n(CC(=O)NCc3ccco3)c2=O)cc1	8	-7

A different layout for part of the listing above:
(8) CCOc1ccc(CNC(=O)c2ccc(Sc3ccc(C)cc3)c(NC(C)=O)c2)cc1OC
  TAG inh = -3 | TAG inh DAPI viability = 5

(9) CS(=O)(=O)Nc1cccc(NC(=O)c2cccc3c(-c4cccnc4)coc23)c1
  TAG inh = 8 | TAG inh DAPI viability = 12

(10) COc1ccc(-n2c(=O)c3ccccc3n(CC(=O)NCc3ccco3)c2=O)cc1
  TAG inh = 8 | TAG inh DAPI viability = -7

(further entries)
entry	Compound	TAG inh	TAG inh DAPI viability
11	O=C(CN(Cc1ccccc1)S(=O)(=O)c1ccc(Br)cc1)N/N=C/c1ccccc1C(=O)O	-3	-3
12	CCN(CCCNC(=O)c1[nH]c(C)c(C(C)=O)c1C)c1cccc(C)c1	-2	-1
13	CSCC(=O)N1CCCC(CNC(=O)c2ccccc2Cl)C1 (stereo not drawn)	3	-5
14	Cc1ccc(C(=O)Nc2cccc([N+](=O)[O-])c2)cc1S(=O)(=O)Nc1ccc(NC(=O)c2ccccc2)cc1	34	-2
15	c1cc(-n2nnc3cnccc32)ccn1	1	4
16	COc1cc(C(O)c2nc(-c3cccc(F)c3)cs2)ccc1F (stereo not drawn)	-11	-7
17	Cc1ccc(CNn2cn[nH]c2=S)cc1	5	-2
18	CCOC(=O)c1cnc2nc[nH]n2c1=O	-1	2
19	Fc1ccccc1CSc1ncnc2c1ncn2C1CCCCO1 (stereo not drawn)	1	3
20	COCCCn1c(C)csc1=Nc1cccnc1	12	0
21	CN(Cc1ccccc1)c1c([N+](=O)[O-])c(=O)n(C)c2ccccc12	-31	-2
22	COc1ccccc1OCCn1c(SCC(N)=O)nc2ccccc21	-2	-1
23	CC(C)(C)c1ccc(OCC(=O)O/N=C(\N)c2ccncc2)cc1	2	-12
24	O=C(N/N=C/c1ccccc1C(=O)O)c1cccc(S(=O)(=O)N2CCCCC2)c1	-8	3
25	O=C1CCCc2c1[nH]c1ccc(Cl)cc21	-10	9
26	Cn1c(N)c(C(=O)COC(=O)/C=C/c2ccc(Cl)cc2Cl)c(=O)n(C)c1=O	-18	5
27	O=S(=O)(NCC1CCCN(Cc2ccccc2)C1)c1cccc2cccnc12 (stereo not drawn)	9	-5
28	O=C(Nn1cnnc1)c1ccc([N+](=O)[O-])cc1	-12	6
29	CCC1CCCCN1C(=O)COC(=O)c1cncc(Br)c1 (stereo not drawn)	7	6
30	Cc1oc(-c2ccccc2Cl)nc1CSCC(=O)NC1CCCC1	-20	13
31	COc1cccc(Nc2nnc(SCc3cc([N+](=O)[O-])cc4c3OCOC4)s2)c1	53*	-9.9*
32	C(#CC12CC3CC(CC(C3)C1)C2)CN1CCOCC1	2	0
33	CN(CC(=O)Nc1c(Cl)cccc1Cl)CC(=O)N1CCc2ccccc21	9	-9
34	CCOC(=O)c1ccsc1NC(=O)CCS(=O)(=O)c1ccccc1	15	-13
35	CN1CCN(NC(=O)Nc2ccc(Br)cc2Cl)CC1	17	-9
36	O=S(=O)(c1c(F)cccc1F)N1CCN(C(=S)NCc2ccc3c(c2)OCO3)CC1	-5	2
37	Cc1cc(NS(=O)(=O)c2ccc(NC(=O)Cc3ccc([N+](=O)[O-])cc3)cc2)nc(C)n1	4	0
38	O=C(Nc1ccncc1)Nc1ccc(Cl)cc1	3	9
39	COc1ccc(C(=O)Nc2c(N)nc(SCC(=O)NCC3CCCO3)[nH]c2=O)cc1OC (stereo not drawn)	21	1
40	C#CCNc1c2c(nc3nnnn13)CCCC2	-14	-1
41	COc1ccc(-c2cc(C(=O)Nc3ccccc3O)c3ccccc3n2)cc1OC	26	13
42	Cc1cccc(N2N=C(C(=O)OCC(=O)c3ccccc3)CCC2=O)c1	-6	0
43	O=C(NCC(=O)N(Cc1ccc(F)cc1)C(C(=O)NC1CCCC1)c1ccco1)c1ccco1 (stereo not drawn)	-1	-2
44	C/C(Cc1ccccc1)=N\NC(=O)CNC(=O)COc1cccc(C)c1	-2	1
45	Cc1ccc(C)c(N2CCN(S(=O)(=O)c3cc4c(cc3Cl)NC(=O)CO4)CC2)c1	6	2
46	Cc1ccc2c(c1)nnn2C1CCN(CC(=O)NCc2ccccc2F)CC1	2	-4
47	COCc1nnc(NC(=O)c2ccccc2Oc2ccccc2)s1	2	-4
48	Cc1nc(C(=O)NC2CC2)sc1C1(C)CC(c2cccc([N+](=O)[O-])c2)=NO1 (stereo not drawn)	3	-5
49	CC(c1ccccc1)N1C(=O)OC(C)(C)C1(C)O (stereo not drawn)	9	-1
50	CC1=CC(C)(C)N2C(=O)C3(C(C#N)=C(N)Oc4cc(O)ccc43)c3cccc1c32 (stereo not drawn)	-12	12
51	CCc1nc2ccc(C(=O)NCc3cccs3)cn2c1N(CCC(C)C)CCN(C)C	10	-8
52	O=Nc1c(-c2ccccc2)cc2ccccn12	5	-8
53	CCO[C@H]1OC(C(=O)N2CCOCC2)=C[C@@H](C)[C@@H]1CCCO	-1	-10
54	COc1ccc2oc(=O)c(C(=O)NCc3ccc(C)cc3)cc2c1	-6	10
55	Cc1cccc(C(=O)NC(=S)Nc2ccc(S(=O)(=O)N3CCCCC3)cc2)c1	6	7
56	CCN(CC)CCNC(=O)c1nn(-c2ccc(C)cc2)c(=O)c2c1c1ccccc1n2C	35	14
57	C[C@H](CO)N1C[C@H](C)[C@@H](CN(C)Cc2ccc(Cl)c(Cl)c2)Oc2c(NC(=O)C3CC3)cccc2C1=O	-12	-12
58	CCOC(=O)Cc1csc(NC(=O)c2cc(C)c(C)s2)n1	-5	-6
59	CCC(C)c1ccccc1NC(=O)CN1CCN(C/C=C/c2ccccc2)CC1 (stereo not drawn)	-7	24
60	O=S(=O)(/N=C(/Nc1ccc(Cl)c(S(=O)(=O)N2CCOCC2)c1)c1ccc(F)cc1)c1ccccc1	9	-3

(continued)
entry	Compound	TAG inh	TAG inh DAPI viability
61	CCOC(=O)c1sc(NC(=O)CSc2nncs2)c(C(=O)OCC)c1C	14	-7
62	O=[N+]([O-])c1cc2ncccc2c2ncccc12	22	12
63	CCOC(=O)[C@@H]1CCN(Cc2ccccc2)C[C@H]1c1ccccc1	-3	6
64	CN1CCC(=NNC(=O)CSc2ccc(Cl)cc2)CC1	9	-8
65	O=C(O)c1ccc(NS(=O)(=O)c2ccc(Cl)c(Cl)c2)cc1O	2	-1
66	Cc1cc(C)cc(NC(=O)COC(=O)Cc2ccccc2F)c1	-2	4
67	c1nc(CCO[C@H]2CCCCO2)cc2cc3c(cc12)OCO3	-29	5
68	COCCNS(=O)(=O)c1ccc2c(c1)C(=NO)c1cc(S(=O)(=O)NCCOC)ccc1-2	-10	8
69	Cc1cc(/C=N/NC(=O)c2ccncc2)c(C)n1-c1cccc(C(F)(F)F)c1	-6	3
70	C[C@H](CO)NC(=O)c1[nH]cnc1C(=O)Nc1ccc(CNC(=O)OC(C)(C)C)cc1	-7	2
71	CCOc1ccc(-c2ccc(SCC(=O)N3CCOCC3)nn2)cc1	-19	3
72	COc1ccc(OCC(=O)N2CCC3(CC2)CC(=O)c2ccccc2O3)cc1	0	4
73	Cc1cnccc1CN(C)C(=O)CC1C(=O)NCCN1CC1CCCCC1 (stereo not drawn)	0	7
74	O=C(CSc1nnc(NC(=O)c2c(F)cccc2F)s1)NCc1ccco1	-6	-4
75	CCOc1ccc(Cl)cc1-c1cc(C(=O)Nc2cc(OC)c(OC)c(OC)c2)[nH]n1	20	-8
76	Oc1cccc(NC(=S)N=Nc2c(O)[nH]c3ccc(Br)cc23)c1	12	-5
77	CN(C)C(=O)C12CCC(C)(C(=O)C1Br)C2(C)C (stereo not drawn)	14	-11
78	C[C@@H]1CC[C@@]2(O[C@@H](CCO)C[C@H](O)[C@H]2O)O1	-3	54
79	O=C(c1ccc(Cl)cc1)C1CCCN(Cc2cccn2-c2ccccn2)C1 (stereo not drawn)	4	4
80	COc1ccc(S(=O)(=O)N2CCCCC2)cc1NC(=O)Cc1cccc(C(F)(F)F)c1	-2	-3
81	Cc1nn(-c2ccccn2)c2c1C(c1ccsc1)C1=C(CCCC1=O)N2 (stereo not drawn)	2	9
82	CCCn1c(=O)c2[nH]c(C3CCCC3)nc2n(CCC)c1=O	8	-4
83	CN/C=C1\C(=O)C(C)(C)Oc2ccc3ccc(=O)oc3c21	1	-6
84	C[C@H](CO)N1C[C@H](C)[C@@H](CN(C)C(=O)c2ccc3ccn(C)c3c2)OCc2cnnn2CCCC1=O	-6	8
85	COC(=O)c1sc2ncccc2c1OCc1cccc(Cl)c1	-6	3
86	COc1cc(CCC(=O)OCC(=O)Nc2sccc2C(N)=O)cc(OC)c1OC	-43	-4
87	CCN(CC(=O)Nc1c(F)cccc1F)C(=O)c1cn2ccccc2n1	11	-8
88	CCOc1cccc(CN2CCC(n3nccc3NC(=O)C3CC3)CC2)c1O	12	1
89	N#Cc1ccc(-c2nnnn2-c2ccc3c(c2)OCO3)cc1	6	-10
90	C=CCSC1=C(C#N)C(c2ccc(OCC)cc2)CC(=O)N1 (stereo not drawn)	4	-4
91	Cc1ccc(OC(=O)C2CSC3(C)CCC(=O)N23)c(Br)c1 (stereo not drawn)	9	-3
92	Clc1ccccc1-c1cc2nc(NCc3ccco3)ccn2n1	7	-12
93	COc1ccc(-c2cc(NC=O)c3ncc(-c4cc(OC)c(OC)c(OC)c4)n3c2)cc1	27	-22
94	CCCOc1ccc(C(=O)NNC(=S)NC(=O)c2cc(-c3ccccc3)nc3ccccc23)cc1	15	0
95	COc1ccc(-c2oc3cccnc3c2C#CCO)cc1	0	61
96	Oc1c(C(Nc2nccs2)c2ccc(C(F)(F)F)cc2)ccc2cccnc12 (stereo not drawn)	60*	-10*
97	CCn1c(=O)cc(OCC(=O)NCCCN2CC(C)CC(C)C2)c2ccccc21 (stereo not drawn)	10	0
98	O=C(O)Cn1nncc1-c1ccc(C(F)(F)F)cc1	0	-6
99	C/C(Cl)=C/CN1C(=O)C2C3C=CC(C3)C2C1=O (stereo not drawn)	-8	5
100	CCOc1ccc(NC(=O)N(C2CCCCC2)C2CCN(C(C)=O)CC2)cc1	-1	0
101	Cc1cc(C)nc(SCc2ccc(C(=O)O)o2)n1	-1	-7
102	CCCCOc1cccc(C2C(C(=O)c3ccc(C)o3)=C(O)C(=O)N2Cc2ccco2)c1 (stereo not drawn)	13	-2
103	Cc1ccc(CNC(=O)c2cn(C3CCCCC3)c(=O)c3c2c2ccccc2n3C)o1	22	3
104	O=C(CN1C(=O)NC2(CCCC2)C1=O)Nc1cc(Cl)ccc1Oc1ccccc1	3	-7
105	O=C(C1CCN(c2nc(-c3ccccc3)nc3c2CCC3)CC1)N1CCC(O)CC1	27	-4
106	O=C(Nc1nnc([C@@H]2C[C@H](O)[C@@H](CO)O2)s1)Nc1cccc2ccccc12	-11	0
107	CC(=O)Nc1cccc(C(=O)OC(C)C(=O)Nc2ccc(S(=O)(=O)N3CCCC3)cc2)c1 (stereo not drawn)	-6	6
108	COc1ccc2nc(N3CCN(C(=O)c4ccc5ncsc5c4)CC3)sc2c1	-14	-3
109	COc1ccc(C(O)c2ncc(-c3ccccc3F)[nH]2)cc1 (stereo not drawn)	-4	-2
110	COc1ccccc1/C=N/NC(=O)CNC(=O)c1ccccc1	-6	-10

The list continues:
entry	Compound	TAG inh	TAG inh DAPI viability
111	CN1CCN(NC(=O)c2cc(S(=O)(=O)N3CCOCC3)c(Cl)cc2Cl)CC1	-15	15
112	CCOC(=O)c1sc(NC(=S)NC(=O)c2ccccc2)nc1C	-11	0
113	CCSc1nnc(N(CCC#N)CCC#N)s1	8	-7
114	O=C(Oc1cccc(NC2=NS(=O)(=O)c3ccccc32)c1)c1ccncc1	4	2
115	Cc1cc(C)c(C)c(S(=O)(=O)NCc2ccc(C(=O)NCC3CCCO3)cc2)c1C (stereo not drawn)	-13	1
116	COCCN(C(=O)CSc1nc(N)cc(=O)[nH]1)c1c(N)n(Cc2ccccc2)c(=O)[nH]c1=O	-6	6
117	COc1ccc(OC)c(NC(=O)c2ccc(NS(=O)(=O)c3c(C)noc3C)cc2)c1	-2	15
118	COc1ccc(C=O)cc1Cn1c(C)cc(C)c(C#N)c1=O	-2	5
119	COc1ccc(-c2nn(-c3ccccc3)cc2C(=O)NC2CCCCC2C)cc1 (stereo not drawn)	-4	-5

Some of the compounds tested (hit frequency here may not be typical).
